Assay outcomes: PubChem BioAssay, several laboratories
SRC3 inh: human NCOA3 inhibition. Q9Y6Q9. HEK293 GAL4-SRC3 luciferase reporter, luminescence. inhibition, % at 3.6 µM. 0.17% of 360,000 active. AID 588352;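 active = inhibition above a per-campaign cutoff, the mean of all compounds plus 3 SD, cut at about 60% in these data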;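 note: 0% = DMSO-treated cells and 100% = gossypol-treated cells at 36 µM; higher means less SRC3-driven luciferase light from the GAL4 reporter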
LRH-1 inv ag: suppresses constitutive activity of human LRH-1 | O00482 | HEK293T StAR-luciferase reporter, LRH-1 transfected, 24 h | inhibition, % at 3.6 µM | 0.13% of 360,000 active | AID 602396;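 active = inhibition above the mean inhibition of all tested compounds plus 3 SD, cut at about 73% in these data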;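 note: 0% = DMSO wells and 100% = reporter-only cells lacking LRH-1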
Target sequence (O00482 whole entry, looked up): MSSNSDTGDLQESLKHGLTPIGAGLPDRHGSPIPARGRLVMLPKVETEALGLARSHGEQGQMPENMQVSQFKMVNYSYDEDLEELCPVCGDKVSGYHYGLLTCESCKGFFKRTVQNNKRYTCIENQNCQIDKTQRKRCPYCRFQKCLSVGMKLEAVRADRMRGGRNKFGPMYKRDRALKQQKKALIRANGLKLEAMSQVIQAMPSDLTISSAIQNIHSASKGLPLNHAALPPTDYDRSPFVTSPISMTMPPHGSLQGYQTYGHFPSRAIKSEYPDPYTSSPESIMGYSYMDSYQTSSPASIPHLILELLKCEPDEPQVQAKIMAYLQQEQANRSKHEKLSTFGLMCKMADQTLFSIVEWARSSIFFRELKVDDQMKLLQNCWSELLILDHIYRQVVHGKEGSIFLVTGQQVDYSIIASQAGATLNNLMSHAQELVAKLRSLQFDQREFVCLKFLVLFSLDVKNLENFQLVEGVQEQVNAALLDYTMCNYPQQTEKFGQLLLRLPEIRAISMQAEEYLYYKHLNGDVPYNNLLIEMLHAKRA
EBV LMP1 NFkB: reduces LMP1-driven NF-kappaB luciferase signal; LMP1-induced NF-kappaB luciferase reporter cells, luminescence; 0.69% of 350,000 active; AID 504558; inhibition, % at 12.5 µM; in the data active = inhibition above about 41%;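 note: 0% = neutral control wells and 100% = reference inhibitor control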
SRC1 inh: inhibits human SRC1 coactivator. Q15788. HEK293 GAL4-SRC1 luciferase reporter, luminescence. inhibition, % at 3.6 µM. 0.12% of 360,000 active. AID 588354;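 active = inhibition above the campaign mean plus 3 SD, with each screening campaign given its own cutoff, cut at about 60% in these data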;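 note: 0% = DMSO treated cells and 100% = gossypol at 36 µM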
TROY signal inh: blocks TROY-dependent signaling in reporter cells; Q293 LMP1-TROYcd NF-kB luciferase reporter, 4 h; inhibition, % at 10 µM; 0.98% of 360,000 active;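 active = compounds whose plate-normalised and pattern-corrected inhibition of the luciferase reporter signal at the single screening dose is 50% or more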
NOD2 RIPK2 PPI: blocks binding of human NOD2 to RIPK2 | inhibition, % at 4.98 µM | 0.38% of 360,000 active | CHO BLA complementation NOD2-RIPK2, CCF4 ratio; in the data active = inhibition above about 21%;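 note: 0% = vehicle only and 100% = reference blocker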
NCOA2 inhibitor: human SRC2 (NCOA2) inhibition; Q15596; inhibition, % at 9 µM; 0.17% of 370,000 active; HEK293 GAL4-SRC2 luciferase reporter, luminescence;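 active = inhibition above the mean inhibition of all tested compounds plus 3 SD, set per campaign, cut at about 52% in these data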;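 note: 0% = DMSO treated cells and 100% = cells given Gossypol at 36 µM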
TLR9-MyD88 block: inhibitors of human TLR9-MyD88 binding | CHO BLA complementation TLR9-MyD88, CCF4 FRET ratio | inhibition, % at 4.98 µM | 0.21% of 340,000 active | Q9NR96+Q99836;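 active = inhibition above the mean over all tested compounds plus 3 SD, cut at about 21% in these data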;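 note: 0% = DMSO only wells and 100% = clavulanate BLA inhibitor control wells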
TRAIL sens C8: sensitizes caspase-8 expressing cells to TRAIL. NB7+C8 cells + TRAIL, ATPlite viability luminescence. inhibition (viability loss, TRAIL sensitization), % at 10 µM. 1% of 360,000 active. AID 624354;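 active = compounds causing at least 50% loss of cell viability in the single-dose screen, relative to plate controls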
COUP-TFII inh: inhibitors of human COUP-TFII (NR2F2) | AID 686940 | inhibition, % at 8.6 µM | HEK293T NGFI-A luciferase reporter, luminescence | 0.7% of 370,000 active;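 active = inhibition above a per-plate cutoff, mean inhibition of test wells between control levels plus 3 SD, cut at about 38% in these data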;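 note: cells cotransfected with COUP-TFII expression vector driving the NGFI-A reporter; 0% = median of COUP-TF2 test wells and 100% = reporter-only cells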
Target sequence (P24468 whole entry, looked up): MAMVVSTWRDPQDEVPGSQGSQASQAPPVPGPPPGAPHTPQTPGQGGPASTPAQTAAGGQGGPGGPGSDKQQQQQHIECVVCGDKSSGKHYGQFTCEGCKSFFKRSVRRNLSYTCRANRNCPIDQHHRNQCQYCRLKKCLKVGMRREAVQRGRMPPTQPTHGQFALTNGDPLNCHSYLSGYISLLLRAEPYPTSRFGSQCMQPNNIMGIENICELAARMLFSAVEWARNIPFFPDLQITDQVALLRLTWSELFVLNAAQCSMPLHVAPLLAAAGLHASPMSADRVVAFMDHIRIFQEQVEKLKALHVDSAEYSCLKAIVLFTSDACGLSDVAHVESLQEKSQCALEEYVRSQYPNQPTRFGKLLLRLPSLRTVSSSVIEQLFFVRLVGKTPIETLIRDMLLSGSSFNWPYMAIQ
Vif inh: blocks HIV Vif function | HEK293T cells, Vif self-association by quenched fluorescence, imaging, 24 h | inhibition, % at 7.49 µM | 0.35% of 340,000 active | AID 602346; in the data active = inhibition above about 50%, passing the limit was not always enough; note: some results filed as inactive read as strong as hits
Starred values were filed as active, the others as inactive; . = not tested or not shown.

SMILES | SRC3 inh | LRH-1 inv ag | EBV LMP1 NFkB | SRC1 inh | TROY signal inh | NOD2 RIPK2 PPI | NCOA2 inhibitor | TLR9-MyD88 block | TRAIL sens C8 | COUP-TFII inh | Vif inh
CN(C)C(=O)c1coc2nc3ccccc3nc12 | 2 | -2 | -9 | -14 | -9 | 1 | 7 | 3 | 5 | 5 | 7
Nc1ccccc1Sc1cc(Cl)nnc1Cl | -8 | -11 | 8 | -3 | -1 | 4 | 10 | 8 | -21 | -29 | -2
COc1ccc(NC(=O)NNC(=O)c2ccc(-c3ccccc3)cc2)cc1 | 11 | 6 | 0 | -2 | -5 | 9 | -16 | 4 | 0 | 2 | 1
CCCCn1c(N)c(N(CCOC)C(=O)CSc2ccc([N+](=O)[O-])cc2)c(=O)[nH]c1=O | -19 | 6 | -1 | 4 | 7 | -6 | -13 | 1 | -10 | -2 | 8
COc1ccc(OCCOCCN2CCOCC2)cc1 | 15 | 2 | 1 | -2 | 1 | -5 | -9 | -1 | 24 | 7 | 10
O=C(CN1CCN(C(=O)CNC(=O)c2ccc3c(c2)OCO3)CC1)Nc1ccccc1Cl | -7 | 2 | 2 | -15 | 9 | -6 | 16 | -17 | 15 | -14 | .
Cc1[nH]c2ccc(C(=O)N3CCCCC3)cc2c1C | -87 | -121 | -20 | -203 | -27 | -2 | -67 | -9 | 6 | -35 | 2
O=C(NCc1ccccc1)c1ccc[n+]([O-])c1 | -4 | -1 | 5 | -26 | -10 | -8 | 12 | 7 | 9 | 20 | 22
O=C(Nc1cc(C(F)(F)F)ccc1F)C1CCC1 | 11 | 3 | -4 | 0 | 12 | 12 | -21 | -9 | -5 | 4 | -5
CN1C(C(=O)NCC2CC2)CC2Cn3c(nc4ccccc43)C21 (centres undefined) | -14 | 16 | -5 | -1 | 2 | 8 | 14 | 0 | -3 | -6 | -5
Cc1ccc(N(CCC(=O)O)S(=O)(=O)c2ccc(C)cc2)cc1 | -2 | 18 | 0 | -5 | -18 | 0 | 8 | 4 | 6 | -18 | 23
COc1ccc(NS(=O)(=O)c2cccc(C(=O)NNC(=O)c3ccc(O)c(Cl)c3)c2)cc1 | 10 | 8 | -1 | 5 | 14 | -12 | -24 | -14 | 1 | 12 | -9
COc1ccccc1NC(=S)Nc1cccc2cnccc12 | 20 | 22 | 16 | 8 | 23 | 10 | 28 | 3 | 20 | 14 | 2
CCn1c(SC(C)C)nnc1-c1cc(-c2ccccc2)sc1N | 0 | -29 | 1 | 2 | 0 | -4 | -49 | -3 | 8 | 2 | -16
CSc1ccc(CN2CCCC(N3CCN(c4ccccc4)CC3)C2)cc1 (centres undefined) | -8 | 1 | -26 | -6 | -12 | -3 | 14 | 2 | 11 | 17 | 0
CCN(C(=O)CSc1nnc(Cn2nnc3ccccc32)o1)c1nc(C)cs1 | 5 | 8 | 9 | -3 | -12 | 7 | -10 | 5 | -3 | 17 | -12
COC(=O)CSc1nnc(-c2ccc(S(=O)(=O)N3CCCC3)cc2)n1C | -2 | 9 | -2 | -5 | 1 | -5 | -5 | 7 | -10 | 14 | 17
COCC(=O)Nc1ccc2nc3n(c(=O)c2c1)CCCCC3 | 4 | 0 | -2 | -13 | -13 | -14 | -31 | -14 | 2 | 8 | 2
CCc1ccc(CN(C)C(=O)c2cc(S(=O)(=O)N3CCN(CC)CC3)ccc2Cl)cc1 | 22 | 7 | 1 | -26 | 7 | -9 | -1 | 0 | -11 | 0 | -2
CC(=O)Nc1ccc(OC(=O)COc2ccc(Br)cc2)cc1 | 4 | 10 | -8 | -13 | 13 | -13 | 2 | -4 | -5 | 9 | -27
COc1ccc(NC2CCCN(C(=O)c3ccc4[nH]c(C)c(C)c4c3)C2)cc1OC (centres undefined) | -9 | 20 | -2 | -6 | -1 | -4 | -16 | 9 | -23 | 3 | 3
Cc1ccccc1NC(=O)CC1(c2ccc(N(C)C)cc2)C(=O)c2ccccc2C1=O | 6 | -17 | -1 | 2 | -2 | -9 | 1 | 0 | -6 | -13 | .
CC(=O)Nc1ccc(S(=O)(=O)NC(CC(=O)N(C)Cc2ccccc2)C(C)C)cc1 (centres undefined) | 1 | -1 | -14 | 6 | -4 | -11 | -41 | -13 | 4 | -10 | 1
Cc1ccc(C(=O)NNC(=O)c2ccc(Br)s2)cc1S(=O)(=O)N1CCOCC1 | 12 | 6 | 0 | 6 | 0 | 3 | -16 | -9 | -25 | -12 | -2
c1ccc2cc3[nH]c(CN4CCCCC4)nc3cc2c1 | -35 | -42 | -20 | -24 | -12 | 1 | -32 | 17 | 11 | -32 | 8
Cc1ccc(C(=O)N/C(=C\c2cccs2)C(=O)NCCc2ccccn2)cc1C | -5 | 9 | 3 | -37 | 9 | 1 | -7 | -4 | 3 | 12 | -4
Cc1noc(NS(=O)(=O)c2ccc(N/C=C\C(=O)c3cccs3)cc2)c1C | -35 | -50 | -5 | -54 | 16 | -6 | -67 | 1 | 1 | -32 | 32
O=c1[nH]c(=O)n(C2CCCO2)cc1Br (centres undefined) | -30 | -9 | 9 | -11 | 12 | -8 | -8 | 2 | 2 | -6 | 4
CCOc1ccccc1NC(=O)C(OC(=O)c1ccccc1O)c1ccccc1 (centres undefined) | 6 | -12 | 11 | 0 | -3 | 8 | -4 | 2 | 8 | 4 | 2
Cc1ccc(OCC(=O)Nc2ccc(N3CCCC3)cc2)cc1C | 13 | -17 | -6 | -3 | -2 | -9 | 9 | 3 | -2 | 20 | .
CC(C(=O)N1CCCc2ccccc21)N1CCN(c2ccccn2)CC1 (centres undefined) | 9 | 7 | -5 | -6 | -10 | -5 | 6 | -8 | -2 | 19 | -16
COc1ccc(CCNC(=O)COC(=O)C23CC4CC(CC(C4)C2)C3)cc1 | 5 | 54 | 0 | 7 | 3 | -4 | -7 | -11 | -7 | 14 | -1
CC(=O)Nc1ccc(S(=O)(=O)NCCC(=O)OCC(=O)NCc2ccccc2)cc1 | 26 | 1 | 3 | -4 | -1 | 1 | -12 | -2 | -3 | 11 | 5
O=C(NCc1ccc(F)cc1)c1cccnc1 | 8 | -14 | -3 | 5 | -9 | -5 | -13 | 4 | -30 | -14 | 9
Cc1cccc(NC(=O)CSCC(=O)Nc2nnc(C3CC3)s2)c1 | -1 | 1 | 1 | -27 | -6 | 1 | 5 | 7 | 2 | -12 | .
COc1ccc(C(=O)CC(=O)C(=O)Nc2ccccc2)cc1 | -6 | -22 | -2 | 4 | -63 | -6 | -51 | -1 | 3 | -5 | -17
CC(C(=O)N1CCCC1)N(c1ccccc1)S(C)(=O)=O (centres undefined) | -6 | 5 | -24 | 7 | -5 | -6 | -17 | -17 | -3 | -20 | 3
NS(=O)(=O)c1ccc(CCNC(=O)CN2CCN(c3ccccc3F)CC2)cc1 | 1 | 2 | -5 | 4 | 2 | 1 | 7 | -6 | -14 | -7 | -3
COc1ccc(-c2csc(C(O)(c3ccccc3)C(F)(F)F)n2)cn1 (centres undefined) | -5 | -10 | . | 4 | -14 | 6 | -5 | . | 4 | 13 | .
O=C(COC(=O)CCC(=O)c1ccccc1)Nc1nnc(-c2ccccc2)o1 | 4 | -17 | -2 | 29 | 9 | -1 | -22 | -3 | -10 | -8 | .
OCC1CCCN(C(=S)NCCc2ccccc2)C1 (centres undefined) | -53 | -70 | -14 | -76 | -64 | -4 | -11 | 4 | -7 | -28 | 14
Cc1nn(CCCC(=O)N2CCN(c3ccc(F)cc3)CC2)c(C)c1[N+](=O)[O-] | 7 | -11 | -5 | 10 | 13 | 11 | -12 | -19 | 9 | 5 | -11
C/C(=N/NC(=O)c1ccoc1C)c1ccc(NC(=O)c2ccncc2)cc1 | -91 | -144 | 9 | -108 | -34 | -3 | -29 | -10 | 20 | -36 | -2
COc1ccc([C@H]2/C=C\CN(C(=O)c3ccc(C)cc3)[C@@H](C)C(=O)N2Cc2ccc(F)cc2)cc1 | -1 | -4 | -8 | 12 | 6 | 1 | 28 | -4 | 9 | 20 | 5
CN(CC(=O)Nc1cccc(F)c1)C(=O)c1ccc(N2CCCCCC2)c([N+](=O)[O-])c1 | -4 | -7 | 7 | 13 | 31 | -2 | -4 | -2 | 19 | 24 | -11
CCOc1cc(CNC(=O)CN2C(=O)c3ccccc3S2(=O)=O)ccc1OC | 17 | -18 | -1 | 2 | -8 | 4 | 4 | 6 | -9 | -4 | 12
Cc1cc(NC(=O)NN2CCOCC2)nn1-c1c(Cl)cc(Cl)cc1Cl | 10 | 9 | -1 | 5 | -6 | 7 | 10 | -3 | -10 | 1 | 17
CCC(=O)Nc1nnc(S(=O)(=O)N(CC)c2ccc(Cl)cc2)s1 | 7 | 0 | -7 | 1 | 11 | -9 | -1 | 4 | 1 | -17 | -1
COc1cccc(C(=O)N(Cc2ccc(N(C)C)cc2)C2CCS(=O)(=O)C2)c1 (centres undefined) | 5 | 13 | 0 | 1 | 3 | 2 | -5 | 5 | -10 | -1 | 10
CCOC(=O)[C@]12CCCC=C1N(Cc1ccc(Cl)cc1Cl)C(=O)[C@H](CC(=O)NCC13CC4CC(CC(C4)C1)C3)C2 | . | 18 | . | . | 3 | -5 | 2 | . | -8 | 25 | .
Cc1cc(C)c(OCC(=O)N/N=C/c2ccc3c(c2)OCO3)c(C)c1 | 9 | 3 | 4 | -12 | -21 | 1 | -16 | -4 | -11 | -1 | -7
O=C(NCc1cc(Cl)cc(Cl)c1)c1csc([C@@H]2C[C@H](O)[C@@H](CO)O2)n1 | 8 | 12 | . | 7 | -1 | -6 | 17 | . | -10 | -1 | 1
CCCOc1ccc(N2C(=O)CC(N(O)c3ccccc3)C2=O)cc1 (centres undefined) | -37 | -30 | 7 | -36 | -62 | 2 | -33 | 5 | -7 | -37 | 5
C/C(=N/NC(=S)Nc1ccccc1)c1ccc2c(c1)OCO2 | -10 | -43 | -4 | -8 | -31 | 0 | -17 | -2 | 17 | -35 | -4
COc1cc(/C=C2\SC(=S)N(CC(=O)Nc3ccc(O)cc3)C2=O)cc(OC)c1OC | -10 | 7 | 6 | -15 | 15 | 3 | -10 | -1 | 6 | 6 | 1
COc1ccc(C(=O)COC(=O)/C=C/c2ccccc2)cc1 | 11 | -1 | -5 | -19 | -32 | -6 | -62 | 5 | -2 | -10 | -9
CC1CC(C)CN(C(=O)COC(=O)c2cncc(Br)c2)C1 (centres undefined) | 8 | 2 | -3 | -3 | -10 | 5 | 8 | -3 | 0 | 20 | 6

Only part of the results is shown, so the mix of outcomes need not match the whole.
